FID counter: displaces DNA intercalator in HCV helicase counter-screen | DNA fluorescent intercalator displacement, fluorescence | inhibition, % at 7.9 µM | 290,000 tested, 0.17% active | AID 1845; in the data active = inhibition above about 37%;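 also: 0% = vehicle and 100% = reference compound; higher means more ethidium bromide displaced from hairpin DNA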
MEKK3 PB1 HTS: raises or lowers MEK5 binding to the human MEKK3 PB1 domain. binding response (% of control), % at 10 µM. bead-based flow cytometry, Alexa488-MEK5 binding to MEKK3; actives lie on both sides; 0 = blocked by unlabeled MEK5, 100 = vehicle. Q99759. 290,000 tested, 1.4% active;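 active = binding response more than 3 SD above or below the average of its plate-row segment, actives on both sides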;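 also: Alexa488 bead fluorescence after subtracting the streptavidin-only scavenger bead signal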
Target sequence (Q99759 whole entry, looked up, the tested form may be a part): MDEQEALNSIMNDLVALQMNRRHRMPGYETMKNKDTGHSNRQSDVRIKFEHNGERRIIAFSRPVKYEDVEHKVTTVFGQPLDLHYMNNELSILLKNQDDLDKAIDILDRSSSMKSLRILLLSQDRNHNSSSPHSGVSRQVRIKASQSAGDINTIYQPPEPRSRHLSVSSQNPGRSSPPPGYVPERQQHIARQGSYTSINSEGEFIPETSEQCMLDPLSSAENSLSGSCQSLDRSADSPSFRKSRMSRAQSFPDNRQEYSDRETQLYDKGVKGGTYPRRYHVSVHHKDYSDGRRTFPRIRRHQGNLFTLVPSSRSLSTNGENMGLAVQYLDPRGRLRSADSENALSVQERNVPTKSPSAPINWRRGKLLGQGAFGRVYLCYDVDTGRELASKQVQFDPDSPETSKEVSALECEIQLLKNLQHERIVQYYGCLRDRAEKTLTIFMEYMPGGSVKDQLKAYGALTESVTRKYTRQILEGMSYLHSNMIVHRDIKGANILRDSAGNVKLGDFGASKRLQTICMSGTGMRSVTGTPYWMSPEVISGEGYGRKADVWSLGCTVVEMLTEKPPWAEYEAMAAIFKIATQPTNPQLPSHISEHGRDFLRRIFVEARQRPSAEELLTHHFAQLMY
UBC9 SUMO inh: SUMOylation inhibition | P63279 | HTRF SUMOylation assay, SAE1/SAE2 + UBC9, in vitro | inhibition, % at 35 µM | 290,000 tested, 0.36% active; in the data active = inhibition above about 50%, passing the limit was not always enough; also: strong numbers were not always called active
Target sequence (P63279 whole entry, looked up): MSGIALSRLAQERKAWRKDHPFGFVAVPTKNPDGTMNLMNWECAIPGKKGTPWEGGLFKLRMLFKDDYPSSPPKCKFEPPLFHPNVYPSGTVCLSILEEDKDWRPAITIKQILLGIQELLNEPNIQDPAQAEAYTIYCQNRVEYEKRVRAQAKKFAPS
CRFR2-BP ag: CRF-BP/CRF-R2 complex agonism; HEK293 CRF-R2/CRF-BP, calcium dye fluorescence (FLIPR); percent of saturating CRF peptide response; 350,000 tested, 0.46% active; activation, % at 13.2 µM;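 active = activation of at least 50%, plus an integration ratio under a set limit after plate pattern correction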;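 also: plate controls were neutral control wells without compound for no effect and CRF at EC100 for full effect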
MEKK2 mut-MEK5: signal of MEK5 binding to mutant human MEKK2 PB1 domain; bead flow cytometry, Alexa488-MEK5 binding to MEKK2 mutant; 290,000 tested, 0.35% active; percent response, % at 10 µM; in the data active = percent response above about 24%, passing the limit was not always enough; also: inactives centre near 1; some results filed as inactive read as strong as hits; reference of the scale not given here
GalR3 antag: blocks the human galanin receptor 3 | O60755 | HEK293 GalR3-CNG cAMP membrane potential fluorescence; galR3 body fused to GalR1 C-terminus | inhibition, % at 3 µM | 360,000 tested, 0.44% active | AID 651719;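 active = inhibition above the screen-wide average plus 3 SD, cut at about 13% in these data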;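 also: forskolin and galanin both at EC90 stimulate the cells; cAMP rise reported by CNG channel membrane potential dye signal; 0% = forskolin plus galanin with DMSO and 100% = forskolin alone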
Target sequence (O60755 1-299 limits assumed): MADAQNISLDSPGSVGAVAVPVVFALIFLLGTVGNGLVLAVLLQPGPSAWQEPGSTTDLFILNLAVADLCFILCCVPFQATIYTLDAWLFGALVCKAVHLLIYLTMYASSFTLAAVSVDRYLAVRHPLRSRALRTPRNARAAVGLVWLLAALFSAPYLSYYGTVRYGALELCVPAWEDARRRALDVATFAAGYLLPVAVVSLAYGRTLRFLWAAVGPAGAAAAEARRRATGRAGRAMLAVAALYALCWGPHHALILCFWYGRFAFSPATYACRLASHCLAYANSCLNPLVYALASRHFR
CRFR2-BP antag: CRF-BP/CRF-R2 complex antagonism. HEK293 CRF-R2/CRF-BP, CRF-induced calcium fluorescence. AID 588475. 350,000 tested, 0.59% active. inhibition, % at 11.8 µM;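 active = inhibition of the ligand-induced calcium signal above about 50% at the single tested concentration, limit read from the data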
NS3 helicase inh: blocks Hepatitis C virus NS3 helicase unwinding; NS3 helicase DNA unwinding, Cy5 molecular beacon fluorescence; 290,000 tested, 0.56% active; AID 1800; inhibition, % at 10.9 µM;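 active = inhibition above the mean of all tested compounds plus 3 SD, set per campaign, cut at about 35% in these data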;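 also: 0% = DMSO wells and 100% = thioflavine S control wells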
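Assay system – hepatitis C virus NS3 helicase domain fragment enzyme · Buffer or medium – MOPS pH 6.5, MgCl2, DTT, Tween20, BSA · Reagent – Cy5/quencher beacon DNA duplex and ATP to start · Compound – single 10.9 µM dose · Timing – 1 h at 25 °C · Technique – Cy5 beacon fluorescence read at start and 1 h · Measure – % inhibition of unwinding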
MEKK2wt PB1 HTS: raises or lowers MEK5 binding to wildtype human MEKK2 PB1 domain. Q9Y2U5. bead flow cytometry, Alexa488-MEK5 binding to MEKK2 WT; actives lie on both sides. binding response (% of control), % at 10 µM. 290,000 tested, 1.1% active. AID 1531; in the data active = binding response below about 67% or above about 130%
* = called active by the depositor; / = no result given. These rows are one share of the data (hit frequency here may not be typical).

SMILES | FID counter | MEKK3 PB1 HTS | UBC9 SUMO inh | CRFR2-BP ag | MEKK2 mut-MEK5 | GalR3 antag | CRFR2-BP antag | NS3 helicase inh | MEKK2wt PB1 HTS
N/C(=N\OC(=O)c1cc(-c2ccccc2)nc2ccccc12)c1ccncc1 | -0.8 | 101.0 | -0.5 | 0.2 | 1.0 | -1.3 | -10.3 | -4.7 | 97.0
O=C(Nc1cccc(O)c1)c1ccccc1[N+](=O)[O-] | 4.8 | 99.0 | 10.7 | 0.4 | -4.0 | -6.7 | 27.6 | 3.7 | 97.0
CC(C)NS(=O)(=O)c1ccc(OCC(=O)NC2CCCCCC2)cc1 | -42.6 | 100.0 | 2.1 | -15.0 | 6.0 | -5.4 | 7.0 | 5.4 | 101.0
CCC(O)(CC)C(=O)N=Nc1c(O)[nH]c2ccccc12 | 2.8 | 104.0 | 1.7 | -0.3 | -3.0 | 7.4 | 10.6 | 6.6 | 101.0
O=C(CN1C(=O)C2C3C=CC(C3)C2C1=O)N1CCc2ccccc2C1 (centres undefined) | -1.7 | 98.0 | -10.8 | 1.3 | 12.0 | 4.1 | -5.5 | 8.6 | 103.0
CCOC(=O)Cc1nn(Cc2ccccc2)c(=O)c2ccccc12 | -9.5 | 99.0 | 9.7 | -2.5 | -8.0 | -2.5 | -2.5 | -0.3 | 88.0
Cn1c(-c2csc(-c3ccccc3)n2)n[nH]c1=S | -7.6 | 105.0 | 6.7 | -1.5 | 0.0 | -5.1 | 8.1 | 2.2 | 97.0
CC(C)CCNC(=O)C(CC(C)C)N(Cc1ccc2c(c1)OCO2)C(=O)c1snc(C(N)=O)c1N (centres undefined) | -13.4 | 100.0 | -20.6 | -3.0 | -9.0 | -1.7 | 13.1 | 1.6 | 88.0
O=C(OCc1nc2ccccc2s1)c1cccc(N2C(=O)CCC2=O)c1 | -23.0 | 77.0 | 1.2 | -1.4 | -8.0 | 8.4 | 11.7 | 4.7 | 102.0
O=C(NC1CC1)C1=C[C@@H](C2CC2)C[C@@H](OCCCCO)O1 | / | 106.0 | / | -1.0 | 1.0 | -3.7 | 3.1 | / | 100.0
O=[N+]([O-])/C=C/c1cn(Cc2ccc(F)cc2)c2ccccc12 | -3.6 | 99.0 | -36.9 | -2.7 | 1.0 | 2.6 | -62.3 | 16.7 | 84.0
CS(=O)(=O)c1ccc2nc(NC(=O)CN3CCN(Cc4ccccc4)CC3)sc2c1 | 0.8 | 97.0 | 7.9 | -0.8 | 2.0 | -5.3 | -13.1 | -1.1 | 102.0
COc1ccc(OC)c(/C=N\NC(=O)c2cc3c(ccc4ccccc43)o2)c1 | -26.9 | 99.0 | 32.1 | 1.9 | 4.0 | 3.8 | -9.1 | 35.7 | 101.0
CC(=O)NCCNC(=O)c1ccc(Sc2ccccc2)c([N+](=O)[O-])c1 | 0.8 | 102.0 | -3.5 | -1.5 | -7.0 | -2.6 | 17.6 | -2.5 | 96.0
O=C(CSc1ccc(-c2ccccn2)nn1)N1CCCc2ccccc21 | -32.9 | 98.0 | 16.2 | -2.0 | -1.0 | -1.3 | 7.5 | -3.9 | 98.0
Cc1ccc(F)cc1NC(=O)N1CCN(c2ccnc3cc(Cl)ccc23)CC1 | -4.1 | 124.0 | 18.1 | 0.3 | 21.0 | -9.1 | 0.9 | -1.4 | 110.0
COc1ccccc1-c1nnn(CC#N)n1 | 4.8 | 102.0 | -4.1 | -0.9 | 0.0 | 2.6 | -1.8 | 0.1 | 98.0
CCn1cc(CN2CCc3c([nH]c4ccccc34)C2c2cccc(O)c2)c(C)n1 (centres undefined) | -3.2 | 101.0 | 2.6 | -0.7 | 0.0 | -2.4 | -3.9 | -7.6 | 96.0
O=C(c1cc2c(=O)n3ccccc3nc2s1)N1CCN(c2cccc(Cl)c2)CC1 | -22.0 | 99.0 | 0.1 | -1.3 | -1.0 | -1.4 | 6.4 | -11.5 | 95.0
COc1cccc(CN2CC(C(=O)N3CCCC3)CCC2=O)c1 (centres undefined) | -6.0 | 105.0 | 7.4 | -0.3 | 2.0 | 8.8 | -12.6 | -6.6 | 106.0
CN(c1cccc(NC(=O)Nc2cccc(Cl)c2)c1)S(C)(=O)=O | -4.9 | 104.0 | 2.1 | 3.4 | 5.0 | -3.5 | 1.2 | -2.8 | 106.0
CCNC(=O)NC(=O)C(C)OC(=O)c1ccc(-n2nc(SC)sc2=S)cc1 (centres undefined) | -9.7 | 103.0 | 1.1 | 1.3 | 14.0 | 4.0 | -41.9 | 5.1 | 106.0
O=C(C1CCC(CNc2nc(=S)[nH]c3ccccc23)CC1)N1CCN(c2ccccn2)CC1 (centres undefined) | -5.0 | / | 1.5 | 0.9 | / | -7.3 | -4.5 | -2.9 | /
O=C(O)c1nn2cc(CCO)cnc2c1Cl | 1.6 | 97.0 | 9.6 | 2.2 | -18.0 | -4.1 | 28.0 | -18.6 | 82.0
O=S(=O)(NCCN1CCCC1)c1ccc(Br)cc1 | -2.9 | 102.0 | 0.9 | -1.9 | 13.0 | -10.1 | -6.0 | 0.8 | 103.0

Entries from the list above with a nitro group on carbon:
SMILES | FID counter | MEKK3 PB1 HTS | UBC9 SUMO inh | CRFR2-BP ag | MEKK2 mut-MEK5 | GalR3 antag | CRFR2-BP antag | NS3 helicase inh | MEKK2wt PB1 HTS
O=C(Nc1cccc(O)c1)c1ccccc1[N+](=O)[O-] | 4.8 | 99.0 | 10.7 | 0.4 | -4.0 | -6.7 | 27.6 | 3.7 | 97.0
O=[N+]([O-])/C=C/c1cn(Cc2ccc(F)cc2)c2ccccc12 | -3.6 | 99.0 | -36.9 | -2.7 | 1.0 | 2.6 | -62.3 | 16.7 | 84.0
CC(=O)NCCNC(=O)c1ccc(Sc2ccccc2)c([N+](=O)[O-])c1 | 0.8 | 102.0 | -3.5 | -1.5 | -7.0 | -2.6 | 17.6 | -2.5 | 96.0

Further records:
SMILES | FID counter | MEKK3 PB1 HTS | UBC9 SUMO inh | CRFR2-BP ag | MEKK2 mut-MEK5 | GalR3 antag | CRFR2-BP antag | NS3 helicase inh | MEKK2wt PB1 HTS
Cc1cc2cc(CN(Cc3ccco3)C(=O)NCc3ccccc3)c(=O)[nH]c2cc1C | -11.2 | 92.0 | 21.2 | -1.9 | -3.0 | -2.4 | -3.8 | 17.2 | 96.0
CC1CCN(c2ccc([N+](=O)[O-])cc2C(=O)N2CCOCC2)CC1 | -15.3 | 103.0 | -8.0 | -8.5 | 0.0 | -1.4 | 19.4 | 3.2 | 105.0
Cc1ccc2nc(NC(=O)CCn3cccc3)sc2c1 | -1.0 | 105.0 | 3.1 | 0.3 | 5.0 | -6.7 | -15.5 | -7.2 | 108.0
COC(=O)c1scc(C)c1NC(=O)C1CCCCC1 | -1.2 | 104.0 | 8.8 | -1.2 | 4.0 | -7.6 | -8.2 | -3.0 | 108.0
CC(=O)O/N=C(\N)Cc1ccc(-c2csnn2)cc1 | -0.2 | 105.0 | 12.1 | -3.5 | 14.0 | -3.0 | 8.2 | -3.8 | 104.0
CN(CCO)c1nc(N)c2c(N)nc3c(c2c1C#N)CC(=O)N3C1CCCC1 | -1.1 | 99.0 | 100.6* | / | 1.0 | / | / | -3.4 | 100.0
Cc1ccc(C(=O)Nc2cccc([N+](=O)[O-])c2)cc1S(=O)(=O)Nc1cccc(C(=O)O)c1 | -13.0 | 107.0 | 5.4 | -2.0 | 4.0 | -1.6 | 28.6 | 20.4 | 106.0
N#Cc1ccccc1NC(=O)COC(=O)CSc1nc2ccccc2o1 | -3.8 | 106.0 | -2.8 | -2.4 | 16.0 | -3.0 | 23.3 | 2.0 | 111.0
O=C(c1cc(COc2ccc(F)cc2F)on1)N1CC[C@@H]2CCCC[C@H]2C1 | -27.4 | 101.0 | 3.6 | 0.5 | 2.0 | -1.5 | -0.5 | -9.1 | 102.0
CC(C)(C)c1ccc(S(=O)(=O)NCC(=O)N2CCN(C(=O)c3ccco3)CC2)cc1 | -30.4 | 108.0 | 12.6 | 0.4 | 5.0 | -5.3 | 24.9 | -8.9 | 107.0
CCc1nnc(NC(=O)CSc2nc3c([nH]c4ccccc43)c(=O)n2CCOC)s1 | -11.7 | 98.0 | 1.6 | 1.7 | 6.0 | -0.7 | -7.2 | -3.4 | 103.0
O=C(Nc1nccs1)c1cc(S(=O)(=O)N2CCCCC2)ccc1Cl | -3.5 | 106.0 | 4.2 | -0.2 | -1.0 | -2.5 | 16.6 | -8.4 | 106.0
CCOc1ccc(CC(=NCCO)C2=C(O)CC(C)(C)CC2=O)cc1OCC | -2.5 | 99.0 | 4.0 | -2.8 | -2.0 | -1.1 | 14.8 | 1.2 | 100.0
c1ccc(CNc2nc(-c3cccs3)nc3ccccc23)cc1 | 2.3 | 103.0 | -20.5 | 3.1 | 1.0 | -6.9 | -33.5 | -15.9 | 116.0
CC(=O)c1cccc(NC(=O)N2CCCC2C(=O)Nc2ccc3c(c2)OCO3)c1 (centres undefined) | 1.8 | 107.0 | -6.1 | -3.3 | 1.0 | -2.5 | 14.6 | 5.5 | 101.0
CCOc1ccc(Nc2nc(Cc3nnc(SCC(=O)NC4CCCC4)n3C)cs2)cc1 | -29.6 | 109.0 | -2.6 | -1.9 | 4.0 | -0.1 | 2.9 | -1.7 | 103.0
COc1ccc(S(=O)(=O)Nc2ccc(S(=O)(=O)N3CCCCC3)cc2)cc1C | -13.9 | 96.0 | 4.5 | -0.9 | -7.0 | -2.4 | -0.9 | -13.7 | 95.0
COc1ccc(-n2c(Cc3cccn3C)nnc2SCC(=O)Nc2ccc(F)cc2F)cc1 | -25.7 | 84.0 | 6.8 | 0.0 | -6.0 | 0.2 | 4.0 | 4.0 | 85.0
COc1cc(NC(=O)c2cc3ccccc3cc2OC)ccc1NC(=O)c1cccs1 | -26.9 | 98.0 | 9.9 | 2.7 | -7.0 | -3.2 | 0.7 | -18.6 | 92.0
Nn1c(N2CCCCC2)nc2ccccc21 | 0.2 | 100.0 | 5.1 | -0.2 | -2.0 | -0.1 | 0.3 | 6.4 | 103.0
O=[N+]([O-])c1cc2c(cc1C=Nc1ccccc1)OCO2 | -3.5 | 99.0 | 13.5 | -1.9 | -1.0 | / | -10.1 | 35.4 | 96.0
O=C(NNC(=O)c1ccccc1-c1ccccc1C(=O)O)c1ccccc1 | 6.0 | 90.0 | 6.3 | 0.1 | -1.0 | -4.2 | 29.6 | -0.8 | 97.0
O=C1CCc2ccc(NC(=O)C3CC3)cc2N1 | 0.8 | 94.0 | -4.4 | -1.5 | -11.0 | 4.8 | -9.7 | 1.8 | 85.0
CCOCCn1cnc2sc(C(=O)NCCCN3CCOCC3)c(C)c2c1=O | -3.1 | 102.0 | 7.3 | -0.4 | 3.0 | 4.6 | -4.4 | 22.9 | 103.0
CC(=O)c1c(C)[nH]c(C(=O)OCc2cccc(C)c2)c1C | -24.7 | 102.0 | 13.8 | -3.4 | 1.0 | -6.4 | 6.1 | -11.0 | 101.0
Cc1cc(N=CC2=C(O)CC(C)(C)CC2=O)no1 | 1.1 | 101.0 | 0.2 | 1.6 | 4.0 | -4.4 | 1.3 | 3.7 | 103.0
COc1cc([N+](=O)[O-])cc(/C=N/NC(=O)CSc2ccccn2)c1O | -11.8 | 93.0 | 2.4 | 0.2 | -19.0 | -0.5 | -7.1 | 6.5 | 93.0
CC(=O)c1cc(C)ccc1OC(=O)CN1C(=O)c2ccccc2C1=O | -19.4 | 103.0 | 14.0 | -0.2 | 0.0 | -7.3 | -4.5 | -14.5 | 100.0

Screening data (PubChem)
